Rab9 prom act: activators of Rab9 promoter; Potency, µM (highest dose often 9.22 µM), for the others: top-dose activation, negative = inhibition, usual class: activators; Huh7 Rab9 promoter-luciferase reporter, luminescence, 24 h; AID 485297; 320,000 tested, 2.8% active; note: potency is the fitted concentration of half-maximal effect; % of control where 0% means no effect; nearly all actives have a fitted effect of over 60% in size
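Steps: seed 1500 Huh7 Rab9-luc cells per well, rest 2 h at 37 °C; add compound in DMSO; incubate 24 h; add luciferase reagent, 10 min ambient; read luminescence.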
ELG1 genotox: genotoxicity induction in ELG1-luciferase HEK293T cells; 330,000 tested, 1.3% active; HEK293T ELG1-luciferase reporter, luminescence, 16 h; Potency, µM (doses to about 46 µM), for inactives: at the highest dose activity change, positive = activation, actives largely listed as activators; note: potency is the fitted concentration of half-maximal effect; % of control where 0% means no effect; nearly all actives have a fitted effect of over 60% in size
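Genotoxic stress is detected as increased luminescence from luciferase-tagged ELG1 in HEK293T cells, measured with ONE-Glo after a 16 hr treatment at 37 °C.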
Tb PFK inh: T. brucei PFK enzyme inhibition | T. brucei PFK, ADP-Glo luminescence | 330,000 tested, 0.17% active | Potency, µM (doses to about 57.5 µM), for inactives: at the top dose activity, negative = inhibition, hits mostly inhibitors;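 note: potency is the fitted concentration of half-maximal effect; 0% = uninhibited 1x PFK enzyme wells and -100% = no-enzyme wells; nearly all actives have a fitted effect of over 60% in size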
Target sequence (O15648 whole entry, looked up): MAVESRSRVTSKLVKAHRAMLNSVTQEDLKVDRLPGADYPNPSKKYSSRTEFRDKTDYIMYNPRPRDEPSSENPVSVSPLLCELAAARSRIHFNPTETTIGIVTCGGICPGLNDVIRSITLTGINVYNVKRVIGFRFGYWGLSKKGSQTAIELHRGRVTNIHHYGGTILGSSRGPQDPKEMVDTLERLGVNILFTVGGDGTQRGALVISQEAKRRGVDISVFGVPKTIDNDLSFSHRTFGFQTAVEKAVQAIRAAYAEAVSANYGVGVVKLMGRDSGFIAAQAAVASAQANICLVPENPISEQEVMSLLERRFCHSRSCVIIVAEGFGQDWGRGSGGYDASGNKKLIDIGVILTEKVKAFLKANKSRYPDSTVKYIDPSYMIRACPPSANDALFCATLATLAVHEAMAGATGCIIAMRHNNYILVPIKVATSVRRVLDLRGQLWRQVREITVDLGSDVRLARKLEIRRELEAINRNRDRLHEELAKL
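In TEA buffer at pH 8.0 with 5 mM MgCl2, enzyme (1.25 nM) converted F6P (0.5 mM) and ATP (0.1 mM) for 45 min at room temperature. ADP product was read by luciferase luminescence.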
Gal4-VP16 FLuc: Gal4-VP16 reporter inhibition counter-screen; AID 2546; Potency, µM (titrated, usually from 53.6 µM), without a hit: top-dose activity, negative = inhibition, usual class: inhibitors; 310,000 tested, 3.5% active; Drosophila S2 Gal4-VP16 UAS-luciferase, luminescence, 20 h;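 note: Gal4-VP16 expression switched on by copper sulfate through the metallothionein promoter; potency is the fitted concentration of half-maximal effect; % is set by controls: 0 for no effect and ±100 for the full control effect; nearly all actives have a fitted effect of over 50% in size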
BRCA1 expr act: increases BRCA1 expression; MCF7-BRCA1-FFLuc reporter, luminescence, 48 h; response scale: scaled: vehicle 0%, 10 µM genistein 100%; Potency, µM (highest dose often 46.1 µM), without a hit: at the top dose activation, most hits filed as activators; 380,000 tested, 1.1% active; AID 624202; note: potency is the fitted concentration of half-maximal effect; nearly all actives have a fitted effect of over 80% in size; some results filed as inactive show a strong effect at the top dose
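First, MCF7-BRCA1-FFLuc cells (2000/well) attach for 2 h; next, compounds are pin-added and incubated 48 h at 37 °C; finally, luciferase reagent is added and luminescence read after 15 min.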
p53 reactivator: re-activators of mutant p53; 320,000 tested, 0.063% active; AID 504706; Potency, µM (top dose mostly 92.2 µM), without a hit: at the top dose activity change, positive = activation, usual class: activators; H1299 p53-A138V BP100-luciferase reporter, luminescence, 24 h; note: potency is the fitted concentration of half-maximal effect; % of control where 0% means no effect; nearly all actives have a fitted effect of over 45% in size
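H1299 (p53-null), stable ts p53-A138V + BP100-Luc; 1000 cells/well, Opti-MEM/10% FBS; cpd 4 pt, 1:5; 24 h, 37 deg C, 5% CO2; detection reagent 10 min RT; luminescence.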
ELG1 DNA repair: blocks ELG1-dependent DNA repair in HEK293T cells; HEK293T ELG1-luciferase reporter, luminescence, 16 h; DNA damage induced by 5-fluorouridine; Potency, µM (titrated, usually from 46.1 µM), inactives show at the top dose activity change, negative = inhibition, usual class: inhibitors; 330,000 tested, 2.3% active; note: potency is the fitted concentration of half-maximal effect; % is set by controls: 0 for no effect and ±100 for the full control effect; nearly all actives have a fitted effect of over 55% in size
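5-Fluorouridine DNA damage + compound/DMSO, 2,000 cells/well, 16 h, 37 °C/5% CO2. ONE-Glo, 30 min RT, luminescence. Readout = decrease in reporter signal.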
TRPV1 agonist: human TRPV1 agonism; Q8NER1; TRPV1-expressing cells, Fluo-8 calcium influx, agonist mode; activation, % at 8.33 µM; 320,000 tested, 0.19% active; AID 540275; in the data active = activation above about 80%; inconclusive = between about 30% and that limit; note: 0% is about no effect
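Fluo-8 calcium influx in TRPV1-expressing cells, kinetic read (ex 480/em 520 nm). Compound added and read 3 min for agonist activity, followed by capsaicin at EC20 final and 2 min further read for enhancement.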
FLuc counter: counter-screen for miR-21 project: firefly luciferase inhibitors or activators | P08659 | purified FLuc, Km substrates, luminescence inhibition | Potency, µM (titrated, usually from 57.5 µM), without a hit: at the top dose activity change, negative = inhibition, hits mostly inhibitors | 360,000 tested, 6.9% active | AID 588342;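 note: potency is the fitted concentration of half-maximal effect; plate controls were vehicle for no effect and reference inhibitor for full effect; nearly all actives have a fitted effect of over 55% in size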
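Purified P. pyralis luciferase (10nM final) with 10uM D-luciferin and 10uM ATP (Km levels) in 50mM Tris acetate pH 7.5, 10mM Mg acetate, 0.01% Tween-20, 0.05% BSA; qHTS 6-point titration, ~60 µM downward; luminescence read.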
RORg inh: blocks mouse ROR gamma transcriptional activity; P51450; Drosophila S2 Gal4-RORgamma UAS-luciferase reporter, 20 h; Potency, µM (highest dose often 53.6 µM), inactives show at the top dose activity change, negative = inhibition, usual class: inhibitors; 310,000 tested, 5.4% active; note: potency is the fitted concentration of half-maximal effect; % is set by controls: 0 for no effect and ±100 for the full control effect; nearly all actives have a fitted effect of over 60% in size
Target sequence (P51450 whole entry, looked up, the tested form may be a part): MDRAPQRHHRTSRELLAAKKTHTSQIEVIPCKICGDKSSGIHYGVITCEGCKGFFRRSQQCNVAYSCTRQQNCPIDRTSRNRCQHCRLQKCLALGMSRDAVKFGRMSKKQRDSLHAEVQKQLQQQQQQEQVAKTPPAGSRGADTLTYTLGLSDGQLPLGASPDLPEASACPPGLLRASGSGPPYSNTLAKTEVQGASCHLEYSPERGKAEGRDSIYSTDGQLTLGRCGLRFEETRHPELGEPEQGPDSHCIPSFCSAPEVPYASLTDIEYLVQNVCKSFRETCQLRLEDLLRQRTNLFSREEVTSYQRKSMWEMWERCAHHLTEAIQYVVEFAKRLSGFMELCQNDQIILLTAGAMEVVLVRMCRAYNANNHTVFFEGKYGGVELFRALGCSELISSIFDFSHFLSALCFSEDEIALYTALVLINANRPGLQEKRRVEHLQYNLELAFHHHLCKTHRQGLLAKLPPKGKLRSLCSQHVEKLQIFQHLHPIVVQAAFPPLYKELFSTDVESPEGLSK
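Luminescence from a UAS-regulated Photinus luciferase reporter in stably transfected Drosophila Schneider cells is measured; decreased signal marks ROR gamma inhibition. Fusion expression is induced by 700 uM copper sulfate for 20 hr.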
NPC1 promoter act: activators of NPC1 promoter. 320,000 tested, 2.4% active. Huh7 NPC1 promoter luciferase reporter, 24 h. Potency, µM (series often up to 9.22 µM), for inactives: at the highest dose activation, usual class: activators;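 note: potency is the fitted concentration of half-maximal effect; % of control where 0% means no effect; nearly all actives have a fitted effect of over 60% in size; reporter is driven by a mutant NPC1 promoter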
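Cells: Huh7 expressing luciferase under the NPC1 promoter, 1500/well. Seeded 2 h, compound added, incubated 24 h at 37 °C. Luciferase reagent, 10 min ambient, then luminescence.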
Numbers without * were called inactive; ? = inconclusive; / = not tested or not shown; & = joins results of further samples; [ ] = dose if it differs, or a comment. Unless noted, calls come from the whole dose curve; as a rule, active = well fitted curve in the direction sought with a large enough effect; inconclusive = small, poorly fitted or top-dose-only effect, or another doubt; inactive = no such curve, though single readings can be large; an effect the other way counts as inactive or inconclusive.

Second line of a record – Rab9 prom act	ELG1 genotox	Tb PFK inh	Gal4-VP16 FLuc	BRCA1 expr act	p53 reactivator	ELG1 DNA repair	TRPV1 agonist	FLuc counter	RORg inh	NPC1 promoter act
- O=C(NC(=S)NCC1CCCO1)C(c1ccccc1)c1ccccc1 (centres undefined)
    3%	-2%	13%	6.3µM*	15%	5%	2%	-2	1%	7.1µM*	-9%
- OC(c1nc2ccccc2[nH]1)C(O)C(O)C(O)c1nc2ccccc2[nH]1 (centres undefined)
    12%	0%	-4%	-7%	-3%	-1%	8%	2	2%	20%	1%
- O=S(=O)(c1ccc(-c2nnc(SCc3ccccc3)o2)cc1)N1CCCC1
    -4%	-10%	1%	3%	3%	1%	?	2	1%	14%	0%
- CC(=O)c1ccc(N2CCN(C(=O)C3CCN(S(=O)(=O)c4ccc5c(c4)CC(C)N5C(=O)C4CC4)CC3)CC2)cc1 (centres undefined)
    -15%	-10%	-1%	-8%	-24%	-4%	?	-1	3%	42%	-5%
- COCCNC(=O)CN(C(=O)CCC(=O)Nc1ccccn1)c1ccc(F)cc1
    1%	10%	-5%	2%	-16%	0%	0%	-1	4%	-5%	-4%
- CCCNc1nc2ccccc2n2c(C)nnc12
    0%	?	3%	27%	-71%	-8%	?	-5	3%	?	-6%
- COc1ccc(-c2csc(Nc3cccnc3)n2)cc1OC
    28%	4%	3%	5%	19%	-7%	?	0	2.4µM*	-5%	15%
- Cc1cc2nc3n(c2cc1C)CC1CC(C(=O)NCc2ccccc2)N(C)C31 (centres undefined)
    1%	1%	-6%	/	0%	-2%	10%	-2	1%	/	-2%
- Cc1ccc(-n2nc(C)c3c(C)c(CCC(=O)NCc4ccco4)c(C)nc32)cc1
    0%	-18%	-2%	-14%	-2%	7%	23µM*	82*	5%	-32%	0%
- Cc1cccc(C(=O)NNC(=O)c2cccc([N+](=O)[O-])c2)c1
    -6%	9%	-1%	-2%	14%	1%	1%	7	-2%	-2%	-4%
- O=C(Oc1ccc(F)cc1)c1cccnc1
    -1%	1%	6%	-2%	-28%	-1%	1%	3	-2%	-18%	-9%
- CCOC(=O)C1CCCN(C(=O)c2ccc(C)c(NC(=O)C3=C(C)OCCS3)c2)C1 (centres undefined)
    4%	2%	1%	12%	14%	-2%	12%	-1	2%	12%	-5%
- CCOc1ccc(OCC)c(NC(=O)C2COc3ccccc3O2)c1 (centres undefined)
    0%	-9%	-3%	-12%	-63%	-7%	?	29	0%	?	8%
- O=C(Nc1ccc(OC(F)(F)F)cc1)c1cnccn1
    2.8µM*	?	0%	-15%	?	-3%	?	?	12µM*	?	1.8µM*
- Cc1nnc(NC(=O)c2ccc(S(=O)(=O)N3CCCCC3C)cc2)o1 (centres undefined)
    -1%	-14%	-3%	1.1µM*	-34%	-13%	-4%	-5	0%	1.1µM*	-2%
- CCOC(=O)N1CCN(Cc2nc(N)nc(Nc3ccc(C)cc3)n2)CC1
    0%	2%	0%	15%	-9%	-2%	-4%	1	2%	-15%	-3%
- CS(=O)(=O)NNC(=O)c1csc(Cc2c(Cl)sc3ccc(Cl)cc23)n1
    1%	2%	-2%	3%	0%	6%	4%	-8	2%	13%	3%
- COc1ccc(C2CC(c3ccc(Br)cc3)=NN2C(=O)CSC2=NN3CCCC(=O)N=C3S2)cc1 (centres undefined)
    -3%	0%	-12%	5%	3%	3%	-5%	-1	-6%	0%	-2%
- COc1cc(-n2c(=O)c3ccccc3n(CC(=O)c3ccccc3)c2=O)cc(OC)c1OC
    -6%	?	11%	-4%	-2%	-3%	2%	5	-1%	11%	-1%
- CCCCCCC[C@@H](C/C=C/CCC(=O)N(C)C/C(=C/Cl)C/C(=C\C(=O)N1CC(OC)=CC1=O)OC)OC
    /	2.1µM*	12%	/	-54%	32µM*	?	/	/	/	/

Continuation.
Second line of a record – Rab9 prom act	ELG1 genotox	Tb PFK inh	Gal4-VP16 FLuc	BRCA1 expr act	p53 reactivator	ELG1 DNA repair	TRPV1 agonist	FLuc counter	RORg inh	NPC1 promoter act
- COC(=O)C1C(=O)NC(SC)=C(C#N)C1c1ccccc1 (centres undefined)
    -5%	-1%	6%	-13%	-27%	-2%	?	-4	-2%	38%	0%
- NC(=O)c1oc2ccccc2c1NC(=O)C1CC(=O)N(c2ccccc2)C1 (centres undefined)
    4%	-1%	-6%	/	-6%	9%	-2%	-3	2%	/	0%
- CCOC(=O)c1[nH]c(C)c(C(=O)OCC(=O)N2c3ccccc3CC2C)c1C (centres undefined)
    -9%	1%	2%	-27%	-24%	2%	-17%	6	-2%	?	-2%
- COc1nc(OCC#N)nc(N2CCCCC2)n1
    2%	5%	-1%	5%	-5%	-3%	14%	17	-5%	-6%	-5%
- O=C(CSc1nnc(Cc2ccccc2)o1)c1cc(F)ccc1F
    5%	1%	-2%	-24%	-1%	7%	19%	21	-17%	-29%	-1%
- COC(=O)C1=CN(CC2CCCO2)C=C(C(=O)OC)C1c1ccsc1 (centres undefined)
    2%	0%	-3%	1%	9%	-16%	16%	12	2%	-6%	-1%
- CC(C)(C)C(=O)NC1CC2CCCC(C1)N2C(=O)Nc1ccccc1Cl (centres undefined)
    -4%	-4%	-6%	-14%	-22%	-11%	-6%	0	1%	10%	-1%
- COc1ccc(CCNC(=O)[C@H](C)NC(=O)[C@@H]2CSC3c4ccccc4C(=O)N32)cc1 (some centres undefined)
    -1%	0%	-4%	0%	-13%	-3%	-8%	0	-4%	0%	-1%
- Nc1cccc(NC(=O)c2cccs2)c1
    21%	-1%	-6%	14%	15%	25%	14%	-3	-16%	42%	10%
- Cc1cc(NS(=O)(=O)c2ccc(NC(=O)Nc3ccccc3)cc2)no1
    0%	0%	-4%	1%	-1%	6%	5%	-2	0%	-14%	0%
- O=C(NC(=S)NNS(=O)(=O)c1ccccc1)c1ccc([N+](=O)[O-])cc1
    0%	-2%	8%	-8%	-23%	-4%	11%	-1	2%	-33%[10 µM]	-3%
- CC(C)(C)C(O)(CC#CCN1CCCC1)c1ccccc1 (centres undefined)
    -1%	-1%	-5%	-19%	-5%	-2%	-20%	5	-2%	-2%	0%
- CCOC(=O)c1sc(NC(=O)CSc2nnc(Cc3ccccc3)o2)c(C(=O)OCC)c1C
    5%	-2%	1%	-16%	7%	4%	?	3	9%	?	-2%
- C/C(CS(=O)(=O)c1ccccc1)=N\O
    -5%	-3%	-1%	-5%[10 µM]	6%	-3%	-12%	4	0%	8%	-6%
- COc1cccc(NC(=O)C(=O)N2CCOCC2)c1
    ?	?	1%	-10%	?	?	?	5	19µM*	-5%	24%
- O=C(CSc1nc(Nc2ccccc2)nc(N2CCOCC2)n1)NC1CCCCC1
    -4%	-8%	1%	2%	-28%	-6%	7%	24	2%	6%	-1%
- COC/C=C/C1=CC2=CC(=O)C(C)(OC(=O)CCC(=O)OC)C(=O)C2=CO1 (centres undefined)
    -5%	2%	-6%	-17%&6%	/	-2%	15%	-3	-12%	-30%&7%	1%
- CCOC(=O)C(NC(=O)Nc1ccc(O)cc1)(c1ccccc1)C(F)(F)F (centres undefined)
    0%	-1%	2%	-1%	6%	-2%	6%	21	-8%	34%	-1%
- CCn1c2ccccc2c2cc(NC(=O)COC(=O)C3CCC(=O)N3)ccc21 (centres undefined)
    -4%	?	1%	3%	2%	7%	?	0	1%	-10%	8%
- CCn1c(CC(=O)Nc2ccc(C)cc2)nnc1SCC(=O)N1CCOCC1
    -6%	2%	2%	-6%	0%	4%	4%	-5	-1%	9%	-4%

Carrying on:
Second line of a record – Rab9 prom act	ELG1 genotox	Tb PFK inh	Gal4-VP16 FLuc	BRCA1 expr act	p53 reactivator	ELG1 DNA repair	TRPV1 agonist	FLuc counter	RORg inh	NPC1 promoter act
- O=C1CCC(C(=O)Nc2ccc(Cl)cc2)N1 (centres undefined)
    9%	2%	2%	-7%	-3%	/	-1%	-4	7%	3%	-3%
- O=C(/C=C/c1cccc([N+](=O)[O-])c1)Nc1ccc(Cl)cn1
    ?	0%	-4%	1%	45%	-1%	9%	-2	?	7%	-5%
- Cn1cccc1Cc1nnc(SCC(=O)Nc2ccc3c(c2)OCCO3)n1CCc1ccccc1
    -1%	3%	3%	14%	-14%	0%	-12%	28	-2%	23%	-3%
- CCCCOC(=O)Nc1ccc(OC)cc1S(=O)(=O)N1CCOCC1
    3%	-4%	2%	3%	-21%	-4%	-15%	3	9%	8%	-1%
- CC(=O)C[C@H](O)CC(=O)[C@H]1OC(=O)[C@H](C)C/C=C\Cc2ccccc21
    -2%	0%	2%	/	0%	5%	?	3	7%	/	-1%
- COc1cccc(C(=O)OCC(=O)Nc2ccc3c(c2)OCCO3)c1
    /	1%	1%	/	-7%	4%	7%	/	/	/	/
- O=C(Nc1ncc(Cc2cccc(Cl)c2)s1)c1ccc([N+](=O)[O-])cc1
    -13%	-3%	-3%	2.8µM*	-26%	9%	-10%	?	2%	5µM*	-6%

Bioassay records deposited in PubChem by National Center for Advancing Translational Sciences (NCATS).
